Source: PubChem
Lipid storage S3 = qHTS Assay for Lipid Storage Modulators in Drosophila S3 Cells | Drosophila S3 cells, BODIPY lipid droplet fluorescence, 18-24 h; cells fed with added oleic acid | Potency in µM for hits, for the others lipid storage change, negative = inhibition, % at the top dose, mostly 46.1 µM | actives 0.64% (n = 320,000) | AID 2685; active = well fitted inhibition curve with a large enough effect in the signal ratio, with a control signal flat, not every such curve was filed as active; inconclusive = small, poorly fitted or top-dose-only effect, or effect the other way, or a change in a side signal; the % refers to the signal ratio
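Drosophila S3 cells got compounds at several concentrations plus oleic acid (400 uM solution). Laser-scanning cytometry with 488 nm excitation read lipid droplets at 500-530 nm and cells at 575-640 nm. Percent activity was relative to 20 uM Triacsin C.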
Lipid storage S3 cell count max = second read-out of Lipid storage S3, no call of its own (marks repeat the call); cell number change, %; measured here: cell count max response;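 cells counted by Cell Tracker Red CMTPX staining in the red channel; peak over a dose series mostly up to 46.1 µM; percent activity relative to internal control wells on each plate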
* hit, by the source's call; i = inactive; ? = inconclusive; / = no result given. % is scaled to controls: 0 for no effect and ±100 for the full control effect; potency is read from the fitted curve at half-maximal effect. These rows are one share of the data. The share of hits here may be higher or lower than overall.

SMILES	Lipid storage S3	Lipid storage S3 cell count max
COc1ccccc1NS(=O)(=O)c1cccc(C(=O)N/N=C(\C)c2ccc(-n3ccnc3)cc2)c1	143%	/
CCOC(=O)c1c(C)[nH]c(C(=O)OCC(=O)Nc2cc(C)nn2-c2ccccc2)c1C	28%	17
C#Cc1ccc([C@@H]2C=C(C(=O)NC3CC3)O[C@H](OCC)[C@H]2CCCO)cc1	?	/
O=C(N=Nc1c(O)[nH]c2ccc(Br)cc12)c1ccccc1-n1cccc1	i	/
CCN(CC)CCCn1c(SCC(=O)NCC2CCCO2)nc2ccccc2c1=O (stereo not drawn)	?	/
CCC(C)[C@H](NC(=O)N1CC(=O)Nc2ccccc21)C(=O)N[C@H](Cc1ccccc1)C(=O)O (stereo partly drawn)	?	/
Cc1cccc(C)c1NC(=O)CSCC(=O)c1ccc(O)c(O)c1	?	/
O=C(Cc1cccc2ccccc12)N/N=C/c1ccc(Sc2cccc3cccnc23)o1	?	/
O=[N+]([O-])c1ccc(C2CNC(c3ccccc3)O2)cc1 (stereo not drawn)	4%	3
O=C(N1CCN=C1SCc1cccnc1)C12CC3CC(CC(C3)C1)C2	i	/
CCCOc1ccc(/C=C/C(=O)N2CCN(c3ccccn3)CC2)cc1	19%	-21
COc1cc(OC)cc(C(=O)NCC(=O)OCC(=O)N2c3ccccc3NC(=O)C2(C)C)c1	?	/
COc1cccc(NC(=O)Cn2c(=O)n(-c3ccccc3)c(=O)c3oc4ccccc4c32)c1	?	/
O=c1[nH]c(-c2ccccn2)nc2sc(-c3ccccc3)cc12	?	/
Cc1nc(=O)c(-c2ccccc2)c(C)n1CC1CCCO1 (stereo not drawn)	?	/
CC(=O)OCc1ccccc1Sc1ccccc1C(=O)NCc1ccccc1	1%	-4
Cc1cc(=O)cc(C)n1-c1ccc(O)cc1	-10%	/
COc1cc(CNc2ccc(N3CCN(C(C)=O)CC3)cc2)ccc1OCc1ccccc1	?	/
COc1ccccc1CNC(=O)C(=O)NCC1OCCCN1S(=O)(=O)c1cccs1 (stereo not drawn)	?	/
COc1cc(C#Cc2c(-c3cncn3C)n(C)c3ccc(-c4ccc(OC)nc4)cc23)cc(OC)c1	?	/
COc1ccc(C2N(c3ccccc3)C(=S)N3CCCN23)cc1 (stereo not drawn)	?	/
N#CC(c1ccccn1)(c1ncc(C(F)(F)F)cc1Cl)N1CCOCC1 (stereo not drawn)	-15%	1
COc1ccc(CCNC(=O)c2cc3ccccc3oc2=O)cc1	25%	-16
CN1CCN(S(=O)(=O)c2ccc(SCCOc3ccc(Cl)cc3)nc2)CC1	?	/
CC(C)c1ccc(/C=C(/C#N)c2nnc(NC(=O)c3ccccc3)s2)cc1	?	/

(next part)
SMILES	Lipid storage S3	Lipid storage S3 cell count max
COc1ccc(N2C(=O)CC(NNc3nc4ccccc4s3)C2=O)cc1 (stereo not drawn)	6%	14
CCc1ccccc1NC(=O)CCS(=O)(=O)c1ccc(Br)cc1	8%	/
Cc1cc(C)c2c(N)c(C(=O)N3CCc4ccccc4C3)sc2n1	-2%	-1
Nc1nc(NCC2CCCO2)nc(Nc2ccccc2F)c1[N+](=O)[O-] (stereo not drawn)	?	/
CC1CCc2nc(NC(=O)CN3CCN(c4ccccc4)CC3)sc2C1 (stereo not drawn)	i	29
CCOc1ccc(NC(=O)CNC(=O)Cc2ccccc2)cc1	?	/
Cc1[nH]c2ccccc2c1C(=O)COC(=O)c1cccc(S(=O)(=O)N2CCCCC2)c1	21%	0
COc1ccc(S(=O)(=O)CCC(=O)Nc2c(C)n(C)n(-c3ccccc3)c2=O)cc1	i	0
CCn1c(-c2ccccc2)csc1=Nc1ccc(S(=O)(=O)O)cc1	?	/
O/N=C/c1ccc2ccccc2c1	12%	18
O=c1c2ccccc2nnn1Cc1ccccc1Cl	?	/
CCOC(=O)c1cnc2c(-c3ccc(F)cc3)cnn2c1C(F)(F)F	?	/
CCNC(=O)c1cc(Cl)ccc1OC	?	/
O=C(Nc1ccc(S(=O)(=O)N2CCOCC2)cc1)c1ccc(Cl)cc1Cl	?	/
CC(C)CN(C(=O)CSc1nncs1)c1c(N)n(CC(C)C)c(=O)[nH]c1=O	?	/
O=C(CSc1nc2ccccc2c(=O)n1CC1CCCO1)NCc1ccc2c(c1)OCO2 (stereo not drawn)	?	/
O=C(NCCCn1ccnc1)/C(=C\c1cccs1)NC(=O)c1ccccc1	23%	-1
Nc1c(C(=O)c2ccc(Br)cc2)oc2ccccc12	26%	/
COc1ccc(C2CC(O)(c3ccccc3)Oc3c(C)ccc(C)c32)cc1 (stereo not drawn)	28%	15
CC(=O)OCC(=O)Nc1ccc(C(C)=O)cc1	-6%	-1
CCOC(=O)C1CCCN(C/C(O)=C(\C#N)c2nc(-c3ccccc3)cs2)C1 (stereo not drawn)	i	/
O=C(CNc1ccc(Br)cc1)Nc1ccc(S(=O)(=O)N2CCCC2)cc1	?	/
Cc1ccc[n+](CC(=O)c2cc3ccccc3oc2=O)c1	-6%	14
COc1cc(-c2nnc(-c3cccnc3)o2)cc(OC)c1OC	i	19
CCOC(=O)c1cn(Cc2ccc(Cl)cc2Cl)c2cc(C)nn2c1=O	?	/

Two entries drawn at random from the list so far:
SMILES	Lipid storage S3	Lipid storage S3 cell count max
Cc1cc(=O)cc(C)n1-c1ccc(O)cc1	-10%	/
Cc1[nH]c2ccccc2c1C(=O)COC(=O)c1cccc(S(=O)(=O)N2CCCCC2)c1	21%	0

(cont.)
SMILES	Lipid storage S3	Lipid storage S3 cell count max
CCOC(=O)C1CCN(C(=O)Cc2ccc(-c3ccccc3)cc2)CC1	-14%	12
COCCn1cc(C(=S)N2CCCCC2)c2ccccc21	0%	/
Cn1cccc1/C=N/NC(=O)c1cccc(OC(F)(F)C(F)F)c1	?	/
CC(NC(=O)C(=O)NCC1CCCO1)c1ccccc1 (stereo not drawn)	?	/
Cn1c(=O)n(C)c2cc(NS(C)(=O)=O)ccc21	?	/
O=c1[nH]c(Cn2nnc(-c3ccccc3)n2)nc2scc(-c3ccccc3)c12	?	/
COc1ccc(N(C)C(=O)Cc2c(C(=O)O)n(C)c3ccccc23)cc1	-2%	5
Cc1cc(C)nc(NS(=O)(=O)c2ccc(NC(=S)NC(=O)C(C)C)cc2)n1	1%	-6
CN1C2C=C3C(C#N)=C(N)C(C#N)(C#N)[C@@H](c4cccc(F)c4)[C@@H]3C1CC2 (stereo partly drawn)	i	-25
Cc1ccc(OCCNC(=O)c2cc(=O)[nH]c3ccccc23)cc1	i	/
CCCCCCNC(=O)Cc1nc2nc(C)cc(C)n2n1	-5%	-10
Cc1ccc(S(=O)(=O)c2nnn3c2nc(N2CCN(c4ccccn4)CC2)c2ccccc23)cc1	i	-12
O=C(c1ccco1)N1CCN(CCCCN2C(=O)c3ccccc3C2=O)CC1	4%	-5
C#CCNC(=O)C1=C[C@H](C2CCCCC2)C[C@H](OCc2ccc(CO)cc2)O1	-4%	1
CN(C)c1ccc(S(=O)(=O)NCC(=O)NCCOc2ccccc2F)cc1[N+](=O)[O-]	?	/
C=CCn1c(SCc2c(C)noc2C)nnc1C1COc2ccccc2O1 (stereo not drawn)	?	/
Cc1cc2nc(C3CCCN(C(=O)NCc4ccccc4)C3)[nH]c2cc1C (stereo not drawn)	14%	0
Cc1ccc(C)c(C(=O)CSc2n[nH]c(C(C)C)n2)c1	-3%	-14
CCOc1ccc(C(=O)CC(NCc2cccs2)C(=O)O)cc1 (stereo not drawn)	?	/
Cc1cc2c(cc1S(=O)(=O)N1CCN(c3cccc(C(F)(F)F)c3)CC1)OCC(=O)N2	19%	-9
Cc1cc(C)c(NC(=O)c2cn3c4c(c(N5CCN(C)CC5)c(F)cc4c2=O)OCC3C)c(C)c1 (stereo not drawn)	13%	17
O=C1C2C3C=CC(C4CC34)C2C(=O)N1Cc1ccccc1 (stereo not drawn)	14%	0
CC(CC(=O)OCC(=O)Nc1ccc2[nH]c(=O)[nH]c2c1)c1ccccc1 (stereo not drawn)	?	/
CC(=O)c1cccc(NC(=O)CC2S/C(=N/N=C/c3cccs3)NC2=O)c1 (stereo not drawn)	-5%	0
Cc1cc(C(=O)CN2C(=O)NC3(CCCCC3)C2=O)c(C)n1Cc1ccc2c(c1)OCO2	?	/

(continued)
SMILES	Lipid storage S3	Lipid storage S3 cell count max
COc1ccc(OCC(O)CN2C(=O)NC(C)(C)C2=O)cc1 (stereo not drawn)	-7%	-6
O=C(COC(=O)/C=C/c1ccccc1)NC(=O)NCc1ccccc1	?	/
Cc1ccnc(Nc2nc(-c3c(C)nc4sccn34)cs2)c1	?	/
O=C(CSc1nc2ccccc2s1)Nc1nccs1	-14%	0
O=C(c1ccncc1)N1N=C(C2CC2)CC1(O)C(F)(F)F (stereo not drawn)	10%	8
Cc1cc2c(cc1C)C(c1cccc(F)c1)CC(=O)N2 (stereo not drawn)	-17%	-22
CCOC(=O)N1CCN(C2CCCN(C(=O)c3cccc(Cl)c3)C2)CC1 (stereo not drawn)	?	/
CCCCN1C(=O)C(=O)N(CC(=O)Nc2cccc(C(C)=O)c2)C1=O	?	/
CCc1ccccc1NC(=O)NNC(=O)CCc1ccc(OC)cc1	30%	18
Cc1cccc(C)c1NC(=O)c1c[nH]c2ccccc12	?	/
COc1ccccc1/C=N/NS(=O)(=O)c1ccccc1	?	/
c1ccc(-c2cc3c(N4CCCCC4)ncnc3s2)cc1	10%	6
Cc1cc(C(=O)OC(C)C(=O)N2CCc3ccccc32)ccc1[N+](=O)[O-] (stereo not drawn)	?	/
Cc1cc(S(=O)(=O)Nc2noc3ccccc23)ccc1F	-8%	-8
CCN(CC)C(=O)C(C(=O)c1cccc([N+](=O)[O-])c1)n1cc(Cl)ccc1=O (stereo not drawn)	8%	18
CCc1cc(C(=O)Nc2cc(Cl)ccc2N2CCN(C)CC2)sc1C	?	/
CC(NC(=O)c1ccccc1Cl)C1CC2CCC1C2 (stereo not drawn)	-30%	15
COc1ccccc1-n1nnnc1SCC(=O)NCC1CCCO1 (stereo not drawn)	?	/
COc1ccc(C(=O)NCC(=O)OCC(=O)NCCC2=CCCCC2)cc1	?	/
CCC(C)NC(=O)C1CCCN(S(=O)(=O)c2ccc3c(c2)CC(C)N3C(C)=O)C1 (stereo not drawn)	2%	1
O=C(CNC(=O)c1cccc(F)c1)N/N=C/c1ccc(O)c([N+](=O)[O-])c1	5%	-15
Cc1cc(C)n(C(=O)CNC(=O)c2ccco2)n1	?	/
O[C@H]1COC2C1OC[C@@H]2O (stereo partly drawn)	-3%	-6
CCOc1ccccc1N(C)C(=O)Cn1ncc2c([nH]c3ccccc32)c1=O	?	/
Cn1ccnc1C(=O)c1ccc(NN)c([N+](=O)[O-])c1	?	/

Further records follow:
SMILES	Lipid storage S3	Lipid storage S3 cell count max
O=C(Oc1cc(=O)oc2c1c(=O)n1c3c(cccc23)CC1)c1ccc(F)cc1	5%	23
C=CCn1c(SCC(=O)Nc2c(C)cccc2C)nnc1-c1cnccn1	?	/
CCCNC(=O)COC(=O)c1ccc(S(=O)(=O)N2CCCCCC2)cc1	?	/
C[C@@H](C(=O)NCc1ccc(S(C)(=O)=O)cc1)[C@@H]1C[C@@]1(C)[C@@H](NC(=O)OCc1ccccc1)c1ccccc1	?	/
CC(C)(C)C(=O)N(Cc1ccccc1)c1ccccn1	?	/
Cc1ccc(CN2CCN(Cc3cnc(C)s3)CC2CCO)o1 (stereo not drawn)	1%	13
CN(CCOC(=O)/C=C/c1ccccc1)C(C)(C)C	?	/
C=CCOc1nc2c(c(=O)n(C)c(=O)n2C)n1Cc1ccccc1	?	/
O=C1NC(c2ccc(F)cc2)Oc2ccccc21 (stereo not drawn)	?	/
CCN(CC)CCOCCOc1cc(C)c(Cl)c(C)c1	?	/
CCOC(=O)C1CCN(S(=O)(=O)c2cn(C)c(=O)n(C)c2=O)CC1	i	/
Cc1ccc(S(=O)(=O)NC2=NCCCCC2)cc1	8%	-3
COc1cc(CNC(C)(C)CO)cc(Br)c1OCc1ccccc1	?	/
COc1ccc(OC(=O)CCCN2C(=O)c3ccccc3C2=O)cc1	?	/

Gathered by group: those above containing fluorine.
SMILES	Lipid storage S3	Lipid storage S3 cell count max
N#CC(c1ccccn1)(c1ncc(C(F)(F)F)cc1Cl)N1CCOCC1 (stereo not drawn)	-15%	1
Nc1nc(NCC2CCCO2)nc(Nc2ccccc2F)c1[N+](=O)[O-] (stereo not drawn)	?	/
CCOC(=O)c1cnc2c(-c3ccc(F)cc3)cnn2c1C(F)(F)F	?	/
Cn1cccc1/C=N/NC(=O)c1cccc(OC(F)(F)C(F)F)c1	?	/
CN1C2C=C3C(C#N)=C(N)C(C#N)(C#N)[C@@H](c4cccc(F)c4)[C@@H]3C1CC2 (stereo partly drawn)	i	-25
CN(C)c1ccc(S(=O)(=O)NCC(=O)NCCOc2ccccc2F)cc1[N+](=O)[O-]	?	/
Cc1cc2c(cc1S(=O)(=O)N1CCN(c3cccc(C(F)(F)F)c3)CC1)OCC(=O)N2	19%	-9
Cc1cc(C)c(NC(=O)c2cn3c4c(c(N5CCN(C)CC5)c(F)cc4c2=O)OCC3C)c(C)c1 (stereo not drawn)	13%	17
O=C(c1ccncc1)N1N=C(C2CC2)CC1(O)C(F)(F)F (stereo not drawn)	10%	8
Cc1cc2c(cc1C)C(c1cccc(F)c1)CC(=O)N2 (stereo not drawn)	-17%	-22
Cc1cc(S(=O)(=O)Nc2noc3ccccc23)ccc1F	-8%	-8
O=C(CNC(=O)c1cccc(F)c1)N/N=C/c1ccc(O)c([N+](=O)[O-])c1	5%	-15
O=C(Oc1cc(=O)oc2c1c(=O)n1c3c(cccc23)CC1)c1ccc(F)cc1	5%	23
O=C1NC(c2ccc(F)cc2)Oc2ccccc21 (stereo not drawn)	?	/
